Compound activity (PubChem)
SMN2 splice enh – qHTS Assay for Enhancers of SMN2 Splice Variant Expression; HEK293 SMN2-luciferase splicing reporter, luminescence, 30-36 h; Potency, µM (highest dose often 46.1 µM), inactives show top-dose activity change, positive = activation, most hits filed as activators; 2.8% of 210,000 active; also: potency is read from the fitted curve at half-maximal effect; % of control where 0% means no effect; nearly all actives have a fitted effect of over 55% in size
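HEK293 cells carry an SMN2 […]–luciferase reporter in which exon 7 inclusion puts luciferase in frame. Cells were plated 10-12 h before compound addition, then incubated 30-36 h at 37C. ONE-Glo luminescence was read; sodium butyrate at 4.5 mM final served as control.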
IMPase Li cell – qHTS Assay for Identifying the Cell-Membrane Permeable IMPase Inhibitors: Potentiation with Lithium | CHO-M1 cells, IP1 TR-FRET (IP-One), carbachol + lithium | Potency, µM (top dose mostly 59.4 µM), without a hit: top-dose activity, negative = IMPase inhibition, hits mostly inhibitors | 0.35% of 210,000 active | AID 1457, 2008;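 also: IP1 builds up when IMPase is blocked and the TR-FRET signal falls; potency is read from the fitted curve at half-maximal effect; plate controls were basal vehicle for no effect and high inhibitor control for full effect; nearly all actives have a fitted effect of over 50% in size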
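CHO cells stably expressing M1 receptor (2000/well) were cultured 16–30 h, then exposed to compounds with a small lithium addition for 30 min at 37C. IP1 was measured by TR-FRET competition; AC50 from Hill fits.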
Luc counter – Counterscreen for Luciferase (Kinase-Glo TM) Inhibition; Kinase-Glo luciferase, ATP luminescence, 8 min; Potency, µM (top dose mostly 38.3 µM), for the others: top-dose activity change, negative = inhibition, hits mostly inhibitors; 0.28% of 200,000 active; AID 1379, 2008; also: potency is read from the fitted curve at half-maximal effect; % is scaled to controls: 0 for no effect and ±100 for the full control effect; nearly all actives have a fitted effect of over 60% in size
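Compounds were added to a substrate mix at pH 7.2 (50 mM imidazole, 10 uM ATP, within the enzyme's linear range), followed by Kinase-Glo detection reagent; luminescence was measured after 8 minutes at ambient temperature.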
CBFb RUNX1 block – qHTS Assay for Compounds Blocking the Interaction Between CBF-beta and RUNX1 for the Treatment of Acute Myeloid Leukemia; Runt-related transcription factor 1 (Homo sapiens) + Core-binding factor subunit beta …; AlphaScreen CBFb-His/RUNX1-biotin binding, biochemical; Potency, µM (titrated, usually from 59.8 µM), inactives show top-dose activity, negative = inhibition, actives largely listed as inhibitors; 230,000 tested, under 10 active; also: % of control where 0% means no effect
Target sequence (Q01196 whole entry, looked up): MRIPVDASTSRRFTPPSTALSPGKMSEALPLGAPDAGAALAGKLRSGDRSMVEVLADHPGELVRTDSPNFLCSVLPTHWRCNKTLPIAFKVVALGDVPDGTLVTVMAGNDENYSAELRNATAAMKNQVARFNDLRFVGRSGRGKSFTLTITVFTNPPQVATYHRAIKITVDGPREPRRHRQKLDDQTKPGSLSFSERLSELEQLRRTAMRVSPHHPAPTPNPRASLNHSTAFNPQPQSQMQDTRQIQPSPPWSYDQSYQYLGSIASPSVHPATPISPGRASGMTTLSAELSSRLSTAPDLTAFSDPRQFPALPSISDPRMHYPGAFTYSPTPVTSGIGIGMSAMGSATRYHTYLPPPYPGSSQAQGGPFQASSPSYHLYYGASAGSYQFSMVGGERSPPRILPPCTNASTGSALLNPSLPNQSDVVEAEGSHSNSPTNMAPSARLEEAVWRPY
Target sequence (Q13951 whole entry, looked up): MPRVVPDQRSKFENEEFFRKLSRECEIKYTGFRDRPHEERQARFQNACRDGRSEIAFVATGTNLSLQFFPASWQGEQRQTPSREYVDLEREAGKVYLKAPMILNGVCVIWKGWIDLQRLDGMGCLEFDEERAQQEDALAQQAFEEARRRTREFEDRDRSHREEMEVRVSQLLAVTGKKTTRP
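Inhibition was taken as any reduction in AlphaScreen signal from the CBF-beta–RUNX1 pair (His and biotin tags, 30 nM each), measured after compound (15 min) and bead (90 min) incubations at room temperature.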
HTT ATP protect – qHTS Multiplex Assay to Identify Dual Action Probes in a Cell Model of Huntington: Cytoprotection (ATP) | PC12 HTT-Q103 induced, cytoprotection, ATP luminescence, 40 h | Potency, µM (highest dose often 56.4 µM), without a hit: cytoprotection (ATP increase), actives largely listed as activators | 0.14% of 230,000 active | AID 1471, 2008;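 also: potency is read from the fitted curve at half-maximal effect; % of control where 0% means no effect; nearly all actives have a fitted effect of over 45% in size; toxic huntingtin expression switched on by the ecdysone agonist tebufenozide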
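Rat PC12, Q103 Htt exon1-GFP fusion, ecdysone promoter; tebufenozide inducer 100 nM final; compound titration; qHTS, 1500 cells/well; ATPlite luminescent read.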
LMNA splice mod – qHTS Assay for Modulators of Lamin A Splicing; HeLa LMNA splicing GFP/RFP minigene ratio, 48 h; Potency, µM (titrated, usually from 46.1 µM), inactives show at the highest dose ratio change, negative = inhibition, hits mostly inhibitors; 0.01% of 200,000 active; AID 1487, 2009; active = well fitted inhibition curve with a large enough effect in the signal ratio, with a control signal flat, not every such curve was filed as active; inconclusive = small, poorly fitted or top-dose-only effect, or effect the other way, or a change in a side signal; the % refers to the signal ratio; also: potency is read from the fitted curve at half-maximal effect; % is scaled to controls: 0 for no effect and ±100 for the full control effect
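S3 HeLa stable clones carrying a lamin A-EGFP splicing minigene plus DsRed2 were seeded at 600 cells/well in Opti-MEM with 2% FBS, pin-dosed and incubated 48 h at 37°C. Acumen cytometry (488 nm) gave the GFP/RFP total-intensity ratio.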
HTT aggregate – qHTS Multiplex Assay to Identify Dual Action Probes in a Cell Model of Huntington: Aggregate Formation (GFP); Potency, µM (titrated, usually from 46.1 µM), without a hit: at the highest dose activity change, negative = inhibition, most hits filed as inhibitors; AID 1688, 2009; PC12 HttQ103-GFP aggregates, Acumen cytometry, 40 h; 1.1% of 220,000 active; also: potency is read from the fitted curve at half-maximal effect; % is scaled to controls: 0 for no effect and ±100 for the full control effect; nearly all actives have a fitted effect of over 60% in size
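Steps: seed 1500 PC12 HTTQ103-GFP cells/well; add tebufenozide, 100 nM final; add compound titration; add ATPLite reagent; quantify GFP aggregates by laser scanning cytometry.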
* hit, by the source's call; u = inconclusive; x = not tested or not shown; [ ] = another dose, or the depositor's remark. Unless noted, calls follow the shape of the dose curve; as a rule, active = well fitted curve in the direction sought with a large enough effect; inconclusive = small, poorly fitted or top-dose-only effect, or another doubt; inactive = no such curve, though single readings can be large; an effect the other way counts as inactive or inconclusive. Compounds were not picked by outcome. About 4% of those tested had a hit in this group.

SMILES	SMN2 splice enh	IMPase Li cell	Luc counter	CBFb RUNX1 block	HTT ATP protect	LMNA splice mod	HTT aggregate
Cc1ccc2cc(CCNC(=O)C3CCCC3)c(=O)[nH]c2c1	-4%	7%[38.3 µM]	-3%	17%	-8%	-9%	u
COc1ccc(C(=O)C(CCCCC(CN(C)C)C(=O)c2ccc(OC)cc2)CN(C)C)cc1 (stereo not given)	-15%	1%[38.3 µM]	0%	-3%	-66%[inhibitor]	4%	u
Cc1cc(C(=O)NC2CCCC2)on1	-4%	7%	0%	-3%	-17%[10 µM]	-7%	-19%
Cc1c(N=C2NC(=O)/C(=C/c3ccc(O)cc3)S2)c(=O)n(-c2ccccc2)n1C	-8%	3%	4%	-6%	22%[10 µM]	-2%	u
CCC(=O)Nc1ccc(-c2nnc(SCC(=O)NCC3CCCO3)n2C)cc1 (stereo not given)	1%	-7%	2%	-5%	-5%[10 µM]	-9%	-33%
Brc1ccc2oc3c(N4CCOCC4)ncnc3c2c1	19%	2%[38.3 µM]	-2%	1%	-57%[inhibitor][0.074 µM]	1%	10%[9.22 µM]
Fc1ccccc1/C=N/NC(=S)Nc1ccc(Cl)cc1Cl	-16%	-1%	2%	-4%	-25%[10 µM]	u	10%
COc1cccc(NC(=O)COC(=O)c2ccc(F)cc2F)c1	7%	-4%	0%	0%	x	-5%	5%
COC(=O)c1cc(NC(=O)Nc2cccc(Cl)c2)ccc1Cl	-7%	15%[38.3 µM]	0%	22%	3%	u	u
O=C(O)C1(O)CC(O)C(O)C(O)C1 (stereo not given)	-7%	3%	-1%	x	x	u	x
O=C(NCCc1ccccc1)N1CCCC(CNS(=O)(=O)Cc2ccccc2)C1 (stereo not given)	x	10%	0%	6%	-2%[10 µM]	-3%[46 µM]	-10%[9.22 µM]
CCOc1ccc(-n2c(Cc3ccccc3)nnc2SCc2c(C)noc2C)cc1	-7%	-1%[38.3 µM]	-5%	0%	-11%	2%	12%
CCOC(=O)c1c(NC(=O)CSc2nnc(CNc3ccc(F)cc3)o2)sc(C(C)=O)c1C	35%	13%[38.3 µM]	-2%	-13%	0%	6%	-9%
Cc1ccc2nc(-c3ccc(NC(=O)COC(=O)c4ccc([N+](=O)[O-])o4)cc3)sc2c1	0.71µM*	0%	1%	-1%	-42%[10 µM]	7%	13%
CCOc1ccc(-c2nnn(CC(=O)NCCc3c[nH]c4ccccc34)n2)cc1	-10%	23%[38.3 µM]	1%	4%	2%[10 µM]	u	8%
CC1(C)Cc2ccccc2-c2nnc(SCC(=O)Nc3nc4ccccc4s3)n21	-8%	10%[38.3 µM]	0%	1%	u	6%	14%
O=C(Nc1nc(-c2ccccn2)cs1)C1CCCC1	30%	31%[activator]	0%	-26%	-51%[inhibitor]	x	-32%
COc1ccc(C(=O)NC(=S)N(Cc2ccccc2)Cc2ccccc2)cc1	-20%	6%[38.3 µM]	-2%	u	12%	-23%	10µM*
CCN(CC)c1ccc(NC(=S)Nc2ccc(F)cc2)cc1	-2%	4%	2%	u	-65%[inhibitor]	x	u
CC(=O)NC1CCC(C(=O)O)(c2ccccc2)C1 (stereo not given)	21%	16%[38.3 µM]	2%	0%	6%[10 µM]	1%	2%
CC(=O)c1ccc(-n2c(-c3cc(-c4ccco4)[nH]n3)n[nH]c2=S)cc1	0%	29%[38.3 µM]	-2%	-7%	-29%	3%	24%
c1ccc(Cn2nnc3c(Nc4ccc5c(c4)OCO5)nc(C4CC4)nc32)cc1	-5%	25%[38.3 µM]	0%	-12%	-22%	17%	-16%
COc1ccc(C(=O)COC(=O)[C@H](C)Nc2ccc(C(F)(F)F)cc2[N+](=O)[O-])c(OC)c1	-4%	-10%[38.3 µM]	0%	1%	-9%	7%	5%
C=CCn1c(COc2ccccc2-c2ccccc2)nnc1SCC(=O)NC(=O)NCc1ccco1	15%	39%[activator][38.3 µM]	-2%	-9%	-11%	7%	13%
Cc1ccc(C(NC(=O)N2CCOCC2)C(Cl)(Cl)Cl)cc1F (stereo not given)	7%	2%	6%	-6%	-4%[10 µM]	-15%	1%

Shown with bars between the fields: part of the list above
Molecule | SMN2 splice enh | IMPase Li cell | Luc counter | CBFb RUNX1 block | HTT ATP protect | LMNA splice mod | HTT aggregate
COc1ccc(C(=O)C(CCCCC(CN(C)C)C(=O)c2ccc(OC)cc2)CN(C)C)cc1 (stereo not given) | -15% | 1%[38.3 µM] | 0% | -3% | -66%[inhibitor] | 4% | u
Cc1cc(C(=O)NC2CCCC2)on1 | -4% | 7% | 0% | -3% | -17%[10 µM] | -7% | -19%
Cc1c(N=C2NC(=O)/C(=C/c3ccc(O)cc3)S2)c(=O)n(-c2ccccc2)n1C | -8% | 3% | 4% | -6% | 22%[10 µM] | -2% | u
CCC(=O)Nc1ccc(-c2nnc(SCC(=O)NCC3CCCO3)n2C)cc1 (stereo not given) | 1% | -7% | 2% | -5% | -5%[10 µM] | -9% | -33%
Brc1ccc2oc3c(N4CCOCC4)ncnc3c2c1 | 19% | 2%[38.3 µM] | -2% | 1% | -57%[inhibitor][0.074 µM] | 1% | 10%[9.22 µM]
Fc1ccccc1/C=N/NC(=S)Nc1ccc(Cl)cc1Cl | -16% | -1% | 2% | -4% | -25%[10 µM] | u | 10%

Other structures
SMILES	SMN2 splice enh	IMPase Li cell	Luc counter	CBFb RUNX1 block	HTT ATP protect	LMNA splice mod	HTT aggregate
Cc1cc(C)nc(-n2ncc(C#N)c2N)n1	x	1%	x	4%	21%[10 µM]	x	6%[9.22 µM]
CN(C)c1cc[n+](CC(=O)Nc2ccc([N+](=O)[O-])cc2Cl)cc1	-17%	22%[38.3 µM]	-4%	-7%	27%	-6%	-21%
COc1ccc(-n2nnnc2SCC(=O)Nc2nnc(C)s2)cc1OC	8%	-6%[38.3 µM]	0%	-15%	-19%	10%	u
Cc1ccc2nc3ccc(N4CCCC4)nn3c(=O)c2c1	16µM*	7%[38.3 µM]	-3%	7%	-36%	5%	u
O=C(Nc1cc(Cl)c(O)c(Cl)c1)C1CCCO1 (stereo not given)	7%	53%[activator][38.3 µM]	0%	-7%	-17%	2%	-23%
O=C(O)c1ccc(COc2c(F)c(F)cc(F)c2F)o1	x	31%[38.3 µM]	5%	2%	-4%	-1%	10%
CCOc1ccccc1Nc1nnc(C)c(=O)[nH]1	x	x	x	1%	7%	4%	7%
CCCn1c(=N)n(CC(O)c2ccco2)c2ccccc21 (stereo not given)	5%	10%[38.3 µM]	1%	2%	-5%	-2%	-12%[9.22 µM]
COc1ccc(N2C(=O)c3cccc4cccc(c34)C2=O)nn1	-2%	23%[38.3 µM]	0%	0%	11%	-12%	-16%
Cc1c(NC(=O)CCN2C(=O)c3ccccc3C2=O)c(=O)n(-c2ccccc2)n1C	-15%	0%[38.3 µM]	0%	9%	-4%	8%	23%
CCc1nc2ccccc2c(C(=O)OCC(=O)NCCCN2CCCC2=O)c1C	-8%	17%[38.3 µM]	-4%	8%	-12%	3%	-6%
O=C(Nc1ccccc1F)NC1CCCc2ccccc21 (stereo not given)	x	x	x	10%	4%[10 µM]	-3%[46 µM]	7%[9.22 µM]
CCCS(=O)(=O)N1CCCC(C(=O)NCc2ccc(C)cc2)C1 (stereo not given)	-4%	-2%	4%	6%	-1%[10 µM]	-12%	2%
CC(=O)c1c(C)[nH]c(C(=O)Nc2cccc(S(=O)(=O)N(C)c3ccccc3)c2)c1C	x	17%	x	-24%	-180%[inhibitor]	x	u
Cc1nc(-c2ccccc2)sc1C1(C)CC(c2ccc([N+](=O)[O-])cc2)=NO1 (stereo not given)	x	x	x	u	10%[10 µM]	x	-20%[9.22 µM]
CC1CC(C)CN(CCCn2c(=S)[nH]c3ccccc3c2=O)C1 (stereo not given)	6%	17%[38.3 µM]	-1%	3%	4%[10 µM]	16%	-12%
CCCCSc1nc(SCC(=O)NCc2ccco2)c2c3c(sc2n1)COC(C)(CC)C3 (stereo not given)	-4%	9%[38.3 µM]	-3%	1%	-17%	24%	6%
C=CCSc1nnc2c(n1)OC(c1cccnc1)N(C(C)=O)c1ccccc1-2 (stereo not given)	-12%	21%[38.3 µM]	-2%	6%	1%	6%	9%
COc1cccc(C(c2c(N)[nH]c(=S)[nH]c2=O)c2c(N)[nH]c(=S)[nH]c2=O)c1	x	x	x	1%	21%[10 µM]	x	-20%[9.22 µM]
O=C(Nc1ccc(F)cc1)c1cccnc1NCCc1ccccc1	-5%	9%	2%	12%	15%[10 µM]	-5%	4%
O=C(C1=C[C@H](C2CCCCC2)C[C@H](OCCCCO)O1)N1CCN(Cc2ccc3c(c2)OCO3)CC1	x	5%	x	-1%	9%[10 µM]	x	20%[9.22 µM]
CCCc1cc(Nc2c(C)n(C)n(-c3ccccc3)c2=O)n2c(nc3ccccc32)c1C#N	-2%	42%[38.3 µM]	3%	u	-32%[inhibitor][10 µM]	-5%	-4%
CN(C)c1nc(Nc2ccc(Cl)cc2)nc(OCC#N)n1	-9%	27%[38.3 µM]	-4%	8%	-7%	u	-20%
C=C(C)COc1ccc2c(C)c(CC(=O)OC)c(=O)oc2c1C	-36%[inhibitor]	14%[38.3 µM]	-2%	14%	-3%[10 µM]	u	11µM*
CCOC(=O)NC1(NC2CCCCC2)Oc2ccccc2O1	-1%	4%[38.3 µM]	-1%	-17%	-65%[inhibitor]	-1%	-6%
CCN1CCN(S(=O)(=O)c2cccc3nsnc23)CC1	u	32%[activator][38.3 µM]	-4%	4%	-17%	6%	1%
COc1ccc(CCNc2oc(COc3ccc(Br)cc3)nc2C#N)cc1OC	-41%[inhibitor]	19%[38.3 µM]	-5%	-17%	-26%	19%	-9%
CCN1CCN(C(=S)NCc2ccc(C)cc2)CC1	1%	4%	2%	2%	1%[10 µM]	-5%	16%
CC(=O)Nc1ccc(S(=O)(=O)Nc2c(C)n(C)n(-c3ccccc3)c2=O)cc1	-3%	4%[38.3 µM]	0%	-5%	-4%[10 µM]	4%	-1%
CCn1cc(C=O)c2cc(S(=O)(=O)N3CCOCC3)ccc21	11%	-3%	13%	-5%	x	-1%	-4%
